# Screening data deposited in PubChem by several laboratories.
# PriA SSB inh = blocks PriA binding to SSB C-terminal tail. AlphaScreen SSBct-PriA binding, biotinylated peptide. inhibition, % at 33 µM. 430,000 tested, 0.6% active; in the data active = inhibition mostly above about 37%, no sharp cut-off; inactive = mostly below about 20%;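 also: plate controls were negative control peptide for no effect and reference peptide for full effect; strong numbers were not always called active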
# Mtb BioA inh = blocks M. tuberculosis BioA enzyme activity. purified M. tuberculosis BioA enzyme, plate reader. inhibition, % at 9.99 µM. 360,000 tested, 0.096% active; in the data active = inhibition above about 40%
# Mtb UGM inh = blocks M. tuberculosis UGM enzyme; purified UGM, fluorescence polarization probe displacement; 320,000 tested, 0.06% active; inhibition, % at 10 µM; in the data active = inhibition above about 10%, passing the limit was not always enough
# Target sequence (P9WIQ1 whole entry, looked up): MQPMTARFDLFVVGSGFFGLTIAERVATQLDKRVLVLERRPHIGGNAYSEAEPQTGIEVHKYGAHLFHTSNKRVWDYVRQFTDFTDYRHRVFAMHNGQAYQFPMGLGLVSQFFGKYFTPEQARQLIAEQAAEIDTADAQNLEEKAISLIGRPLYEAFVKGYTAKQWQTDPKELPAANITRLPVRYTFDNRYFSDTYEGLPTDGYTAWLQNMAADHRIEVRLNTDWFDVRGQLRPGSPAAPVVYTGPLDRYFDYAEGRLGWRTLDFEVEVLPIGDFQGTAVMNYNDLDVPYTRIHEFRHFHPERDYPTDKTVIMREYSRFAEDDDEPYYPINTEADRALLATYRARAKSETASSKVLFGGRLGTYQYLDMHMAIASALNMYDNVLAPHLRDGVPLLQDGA
# 3CLpro inhibitor = SARS-CoV 3CLpro protease inhibition. P0C6X7. recombinant SARS-CoV 3CLpro, quenched FRET peptide cleavage. inhibition, % at 6 µM. 290,000 tested, 0.14% active. AID 1706; in the data active = inhibition above about 12%
# VHR inh abs = inhibitors of human VHR1 phosphatase (DUSP3); P51452; recombinant VHR phosphatase, pNPP absorbance; inhibition, % at 13.3 µM; 290,000 tested, 0.52% active; AID 1654; in the data active = inhibition above about 50%; also: some compounds called inactive have numbers as strong as hits
# Target sequence (P51452 whole entry, looked up): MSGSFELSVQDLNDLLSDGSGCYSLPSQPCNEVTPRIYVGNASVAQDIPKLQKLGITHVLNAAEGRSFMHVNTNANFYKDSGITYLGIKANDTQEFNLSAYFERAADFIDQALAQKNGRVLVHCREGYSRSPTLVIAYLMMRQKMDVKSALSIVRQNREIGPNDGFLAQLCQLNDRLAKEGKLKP
# Mtb FBA inh = inhibitors of M. tuberculosis fructose-bisphosphate aldolase | purified M. tuberculosis FBA, fluorescence read-out | AID 588726 | inhibition, % at 1 µM | P9WQA3 | 360,000 tested, 2.3% active; in the data active = inhibition above about 27%;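 also: 0% = vehicle and 100% = reference inhibitor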
# Target sequence (P9WQA3 whole entry, looked up): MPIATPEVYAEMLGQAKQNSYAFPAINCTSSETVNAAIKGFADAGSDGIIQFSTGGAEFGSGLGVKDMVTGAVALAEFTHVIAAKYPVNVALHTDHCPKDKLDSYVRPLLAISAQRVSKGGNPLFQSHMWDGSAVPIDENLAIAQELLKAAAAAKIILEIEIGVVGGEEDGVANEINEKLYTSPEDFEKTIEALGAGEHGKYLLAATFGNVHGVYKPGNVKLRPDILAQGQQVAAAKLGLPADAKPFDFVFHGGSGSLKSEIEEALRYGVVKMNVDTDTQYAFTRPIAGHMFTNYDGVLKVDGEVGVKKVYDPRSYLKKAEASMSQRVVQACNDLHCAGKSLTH
# GDH-TPI inh = GDH-TPI coupled enzyme inhibition counter-screen; GDH-TPI coupled enzyme counterscreen, NADH absorbance; inhibition, % at 4.8 µM; 360,000 tested, 1.2% active; AID 588335; in the data active = inhibition above about 30%;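 also: 0% = DMSO wells and 100% = wells lacking the enzyme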
# BH1578 lux ind = inducers of Vibrio cholerae quorum light production without autoinducers; V. cholerae BH1578 lux reporter, luminescence, 6 h; AID 588436; 350,000 tested, 0.16% active; activation, % at 18.7 µM; in the data active = activation mostly above about 9.7%, no sharp cut-off; also: not every result past the cut was called active; inactives centre near 0; reference of the scale not given here
# Rv3671c inh = Rv3671c (M. tuberculosis) protease inhibition. P9WHR9. inhibition, % at 5.96 µM. 320,000 tested, 0.048% active. AID 2606; in the data active = inhibition above about 38%;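 also: extracellular domain of Rv3671c used as enzyme; 0% = enzyme with DMSO and 100% = no enzyme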
# MazEF act = increases E. coli MazEF RNase cleavage of RNA; 350,000 tested, 0.32% active; activation, % at 20 µM; P0AE70; AID 504720; FAM/BHQ RNA-DNA oligo cleavage fluorescence, 5 h; in the data active = activation above about 50%
# Target sequence (P0AE70 whole entry, looked up): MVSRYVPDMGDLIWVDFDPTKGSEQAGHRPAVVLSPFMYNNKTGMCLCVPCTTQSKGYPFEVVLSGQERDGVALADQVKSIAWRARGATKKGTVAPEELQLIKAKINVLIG
# An asterisk follows results filed as active; i = inactive; . = no result given. Some of the compounds tested; count on the stated rates, not on these rows.
nr	Molecule	PriA SSB inh	Mtb BioA inh	Mtb UGM inh	3CLpro inhibitor	VHR inh abs	Mtb FBA inh	GDH-TPI inh	BH1578 lux ind	Rv3671c inh	MazEF act
1	COc1ccccc1CN1CC(C(=O)NCCc2ccc(Cl)cc2)CC1=O (configuration not stated)	-9	-0.1	2.7	-2	14	-2	-6	-0.2	4	7
2	COc1cccc(OCc2cc(C(=O)N3CCN(C)C(c4ccccc4)C3)no2)c1 (configuration not stated)	2	-0.2	-2.4	-1	34	-1	2	-3.4	-5	4
3	CCOC(=O)C1CCCN(C(=O)COc2ccc(S(=O)(=O)N(CC)c3ccccc3)cc2)C1 (configuration not stated)	-6	.	1.7	-1	38	-1	0	-0.1	-13	-5
4	COc1ccc(C(=O)N2CCN(c3cnn(-c4ccccc4)c(=O)c3Cl)CC2)cc1	-2	-1.7	0.5	3	3	2	12	-0.3	-2	-7
5	COc1ccc(OC)c(S(=O)(=O)N2CCC(NC(=O)c3ccccc3)CC2)c1	-8	.	2.2	-4	20	-1	8	i	0	8
6	Cc1ccnc(NS(=O)(=O)c2ccc(Oc3ccccc3)cc2)c1	-12	-1.1	0.2	6	11	9	2	-0.4	9	-1
7	O=C(/C=C\c1ccccc1)Oc1cccc2cccnc12	-3	.	2.0	1	24	0	5	i	9	-65
8	O=C(Nc1ccccc1)C1=C(c2ccccc2)S(=O)(=O)CCS1(=O)=O	-14	.	.	1	2	-2	-3	-0.3	.	-5
9	N#CCCN(Cc1ccccc1)C(=O)c1cccs1	-5	-0.1	-4.7	-3	-22	-2	8	-12	-2	3
10	COc1ccc(NC(=O)COc2ccccc2C#N)c(S(=O)(=O)N2CCCCC2)c1	3	.	-1.2	2	-1	1	1	-1.1	-4	5
11	CC(Cc1cccnc1)NC(=O)c1cc(COc2ccc(F)cc2F)on1 (configuration not stated)	-10	-0.2	-2.1	0	36	-1	0	9.8	-6	1
12	CCCc1oc(C(=O)O)cc1CN	-6	-10	0.1	-1	17	4	5	i	-6	-17
13	Cc1nc(SCC(=O)Nc2ccc3[nH]c(=O)[nH]c3c2)nc(C)c1C	-11	-0.1	-0.6	.	.	-1	10	-7.1	7	-8
14	Cc1cc(C)n(CC(=O)c2cccc([N+](=O)[O-])c2)n1	-8	.	-2.2	2	24	0	-6	-0.3	4	-6
15	Oc1ccc(Br)cc1-c1nc2cnccn2c1NC1CCCC1	-10	2.2	-1.5	-4	3	16	15	i	10	0
16	N#CNC(=Nc1cccc(F)c1)SCc1cccc(F)c1	-4	.	-6.3	3	-4	0	8	i	-11	-6
17	COC(=O)c1ccc(OCC(O)CN2CCN(CC(O)COc3ccc(C(=O)OC)cc3)CC2)cc1 (configuration not stated)	-9	-0.7	-0.3	-1	3	-2	-1	-0.2	5	-14
18	O=C(COc1ccc(S(=O)(=O)N2CCCC2)cc1)Nc1ccc(F)cc1	-6	-1.1	0.8	-3	3	-2	1	-0.5	-6	5
19	CCCN(Cc1nnc(-c2cccs2)o1)C(=O)c1cc(S(=O)(=O)N2CCOCC2)ccc1C	-7	4.4	2.5	.	.	1	6	-0.5	-6	4
20	CN(Cc1cccs1)C(=O)c1cc(S(=O)(=O)N2CCOCC2)ccc1N1CCCC1	6	-1.2	1.6	.	.	1	6	-1.6	4	2
21	COc1ccc(N2CCN(C(=O)C(=O)c3cn(CC(=O)N4CCCCCC4)c4ccccc34)CC2)cc1	8	-0.5	3.9	9	22	-6	2	-0.1	5	0
22	Cc1cc(C)cc(NS(=O)(=O)c2cc(Br)cnc2N)c1	-9	-0.9	-0.8	11	12	0	8	-0.2	-11	3
23	Cc1ccccc1NC(=O)CCS(=O)(=O)c1ccc(Br)cc1	0	-0.5	2.2	0	-20	0	3	-1.0	3	1
24	CC(O/N=C/c1ccccc1OC(F)F)C(=O)Nc1cccc(S(=O)(=O)N2CCOCC2)c1 (configuration not stated)	.	.	-2.4	0	-3	1	0	i	2	5
25	Cc1ccc(C)c(NC(=O)CN(C)C(=O)c2cccc(S(=O)(=O)N(C)C)c2)c1	-1	-0.4	-1.0	0	-3	0	1	-0.3	-7	5
26	Cc1ccc(SCC(=O)Nc2cc(S(=O)(=O)N3CCCCC3)ccc2C)cc1	3	-1.3	0.9	.	.	1	-1	-2.9	6	-2
27	Cc1cccc(C)c1Nc1nnc(SCC(=O)Nc2sccc2C#N)s1	11	.	0.8	2	-4	-2	9	i	-8	3
28	O=C(O)/C=C/c1ccc(S(=O)(=O)N2CCN(CCN3C(=O)C4C5C=CC(C5)C4C3=O)CC2)cc1 (configuration not stated)	5	-1.7	1.7	3	21	-7	-5	-0.6	-15	3
29	CC1CCCN(C(=S)SCC(=O)c2cc(Br)cc(Br)c2O)C1 (configuration not stated)	-4	.	3.2	2	15	1	3	i	-41	0
30	Cc1nn(C)c2ncc(C(N)=O)c(Oc3cccnc3)c12	-1	.	0.2	4	44	9	-1	-0.6	1	8

# Reformatted: results already given
# Values run as follows: PriA SSB inh | Mtb BioA inh | Mtb UGM inh | 3CLpro inhibitor | VHR inh abs | Mtb FBA inh | GDH-TPI inh | BH1578 lux ind | Rv3671c inh | MazEF act
26) Cc1ccc(SCC(=O)Nc2cc(S(=O)(=O)N3CCCCC3)ccc2C)cc1
    3 | -1.3 | 0.9 | . | . | 1 | -1 | -2.9 | 6 | -2
4) COc1ccc(C(=O)N2CCN(c3cnn(-c4ccccc4)c(=O)c3Cl)CC2)cc1
    -2 | -1.7 | 0.5 | 3 | 3 | 2 | 12 | -0.3 | -2 | -7

# New compounds follow:
nr	Molecule	PriA SSB inh	Mtb BioA inh	Mtb UGM inh	3CLpro inhibitor	VHR inh abs	Mtb FBA inh	GDH-TPI inh	BH1578 lux ind	Rv3671c inh	MazEF act
31	CC(C)CCNC(=O)NC(=O)CSc1nnc(COc2ccccc2Cl)o1	-7	-1.2	0.1	2	2	-1	6	-0.6	1	4
32	CN1C2CCC1CC(N(CCc1ccccc1)C(=O)c1ccc(Cl)cc1)C2 (configuration not stated)	5	4.1	-1.5	2	.	-2	-7	-0.6	-1	9
33	CSc1nc2ccc(Cl)cc2[nH]1	1	0.4	1.4	-1	-9	3	-5	-27	-4	-4
34	C#CCOCCOCCOCCNc1nc(N2CCN(C(=O)[C@H]([C@@H](C)CC)n3cc(CCCN=C(N)N)nn3)CC2)nc(N2CCN(C(=O)[C@H](Cc3ccc(O)cc3)n3cc(CCO)nn3)CC2)n1	-11	0.6	-0.1	5	15	-4	0	-0.6	-3	14
35	Cc1cccc(NC(=S)N(CCCN2CCOCC2)Cc2ccco2)c1	-8	-1.2	3.0	5	0	-1	-9	-0.4	-3	-4
36	CCc1cc(C(=O)N2CCN(C(=O)c3ccccc3)CC2)sc1C	1	-1.2	.	.	.	-2	-1	14	.	-4
37	CN1/C(=C\C(=O)COC(=O)CNC(=O)c2ccccc2F)C(C)(C)c2ccccc21	-1	.	0.8	3	-2	1	8	i	-16	0
38	Cc1ccc(NC(=O)CSc2ncn(-c3ccccc3)n2)cc1C	-3	0.4	0.8	3	13	-2	2	-2.6	-11	7
39	O=C(CC1CC2CCC1C2)Nc1nc(-c2ccccn2)cs1 (configuration not stated)	7	.	2.5	-2	13	2	-3	-0.3	-3	8
40	CCN(CC)CCCN(Cc1cc2cc3c(cc2[nH]c1=O)OCO3)C(=S)NCCOC	2	-0.6	1.0	-3	40	52*	34*	i	-2	-4
41	O=C(NCc1ccccc1)C1=C[C@@H](c2ccc(C(F)(F)F)cc2)C[C@@H](OCCCCO)O1	-9	0.6	2.5	.	.	2	0	i	-6	-8
42	O=C1[C@@H]2C(c3cccnc3)=NO[C@@H]2C(=O)N1c1ccc(Cl)cc1Cl	-4	.	-1.4	3	29	0	-1	-0.3	-10	2
43	COC(=O)C(CCCCNC(=O)c1ccc([N+](=O)[O-])cc1)NC(=O)c1ccc([N+](=O)[O-])cc1 (configuration not stated)	-16	.	0.3	-6	37	1	6	0.0	5	3
44	CS(=O)(=O)c1ccc(Cl)c(NC(=O)C2CC(=O)N(Cc3ccccc3)C2)c1 (configuration not stated)	5	-0.2	0.9	2	18	4	-3	-0.3	1	-5
45	COc1cc(C2c3[nH]c4ccccc4c3CC3COC(=O)N32)cc(OC)c1O (configuration not stated)	-4	.	.	.	.	1	4	i	.	5
46	CC(=O)Nc1ccc(N(C(=O)c2cnccn2)C(C(=O)NC2CCCCC2)c2ccc(O)cc2)cc1 (configuration not stated)	-1	4.0	-0.7	1	27	-1	1	-10	2	-2
47	O=C(Nc1cccc2ccccc12)N1N=CCC1c1ccccc1 (configuration not stated)	-11	-0.8	0.0	1	2	1	-1	0.8	-4	-2
48	Cc1noc(C)c1S(=O)(=O)Nc1ccc(C(=O)N2CCN(c3cccc(Cl)c3)CC2)cc1	-10	-1.6	-0.9	-2	-7	1	8	-0.5	-11	0
49	Cc1nnsc1C(=O)NCc1c(F)cccc1Cl	-62	-0.3	-1.2	2	-4	2	14	-0.5	2	-8
50	CCOc1cc(/C=N/NC(=O)c2cc(C)n(-c3ccc(F)cc3)c2C)ccc1O	.	-2.5	1.4	4	2	1	30	i	-7	3
51	Cc1ccc(Oc2ccccc2)c(NC=O)c1	-1	.	0.1	0	-14	-1	12	1.2	1	-11
52	CCS(=O)(=O)Nc1cccc(C2=NN(S(=O)(=O)CC)C(c3cccs3)C2)c1 (configuration not stated)	-6	4.8	-1.1	1	6	0	2	i	3	-10
53	CC(C)CCN1CCN=C1Nc1ccccc1	-44	-2.6	0.9	0	9	4	-2	-0.6	16	7
54	Cc1nn(CCc2n[nH]c(=S)n2-c2ccc(F)cc2)c(C)c1[N+](=O)[O-]	-5	.	-0.3	-5	19	-1	0	-0.3	-2	-2
55	CCOC(=O)[C@@H]1[C@H]2COc3ccc(Br)cc3[C@@H]2N2C(=O)N(c3cccc(F)c3)C(=O)[C@@]12C	-7	0.6	0.4	1	5	0	8	-0.8	-1	-1
56	O=c1cc(CO)occ1OCc1cccc(F)c1	-7	-1.9	-1.4	1	25	0	-8	1.7	-1	4
57	CCOC(=O)c1c(C)[nH]c(C(=O)OCC(=O)NC(C)C)c1C	0	.	-0.1	1	19	0	-6	-0.4	8	-13
58	COC(=O)c1cc2c(s1)-c1ccc(OC)cc1CC2	-28	.	-1.9	1	18	109*	18	-0.4	-5	-1
59	CCCCNC(=O)NNC(=O)C1CC1(c1ccccc1)c1ccccc1 (configuration not stated)	0	-1.0	-0.8	-1	70	0	0	0.5	-9	0
60	CCN(CC(=O)NCc1ccc(Cl)cc1)C(=O)CNS(=O)(=O)c1ccc(NC(C)=O)cc1	-6	0.9	-0.3	4	10	3	0	i	-3	1
61	COc1ccc(NC(=S)N2CCC(NC(=O)c3ccc(F)cc3)CC2)cc1	4	-1.3	0.0	-3	12	0	0	-0.2	-3	5
62	CN(c1ccccc1)S(=O)(=O)c1ccc(NC(=S)NC(=O)C2CC2)cc1	8	.	2.5	6	-10	-2	6	i	-12	9
63	Cc1cccc(Nc2c(-c3ccc(O)cc3)nc3ncccn23)c1	-10	.	0.5	3	34	-3	-5	-0.4	0	-1
64	Cc1ccc(C(=O)C2C(=O)c3ccccc3C2=O)cc1	-13	0.1	1.8	-7	38	2	17	-0.4	-17	-6
65	O=C(Oc1ccccc1)c1cccnc1Oc1ccccc1	-26	.	0.3	-4	6	-2	1	1.3	-2	1
66	CC(NCc1ccc(F)cc1)C(=O)NC1CCCCC1 (configuration not stated)	1	.	0.9	6	20	1	-2	-1.8	-1	-14
67	Cc1ccc(/C=C/c2nc3sc(C(=O)O)c(C)c3c(=O)[nH]2)cc1[N+](=O)[O-]	3	-0.6	1.2	8	.	1	0	-0.5	-6	-2

# Profiles, looked up by structure. Screens in order: PriA SSB inh, Mtb BioA inh, Mtb UGM inh, 3CLpro inhibitor, VHR inh abs, Mtb FBA inh, GDH-TPI inh, BH1578 lux ind, Rv3671c inh, MazEF act
# Cc1ccc(C(=O)C2C(=O)c3ccccc3C2=O)cc1 across the screens: -13, 0.1, 1.8, -7, 38, 2, 17, -0.4, -17, -6
# COc1ccc(NC(=S)N2CCC(NC(=O)c3ccc(F)cc3)CC2)cc1 across the screens: 4, -1.3, 0.0, -3, 12, 0, 0, -0.2, -3, 5
# Cc1ccc(/C=C/c2nc3sc(C(=O)O)c(C)c3c(=O)[nH]2)cc1[N+](=O)[O-] across the screens: 3, -0.6, 1.2, 8, ., 1, 0, -0.5, -6, -2
